MPTP inh: inhibitors of mitochondrial permeability transition pore | isolated mouse mitochondria, Ca2+ swelling absorbance, 30 min | inhibition, % at 10 µM | 1.4% of 360,000 active | AID 602449;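 active means inhibition of 50% or more, scaled per plate between neutral and stimulator controls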;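 further: 0% = DMSO wells given calcium and 100% = 1 mM EGTA wells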
SENP6 block: inhibitors of human SENP6 protease; Q9GZR1; Recombinant SENP6 catalytic domain, aminoluciferin luminescence; inhibition, % at 10 µM; 1.8% of 330,000 active;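 active means inhibition above about 50% at the single tested dose, limit read from the data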;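 further: plate controls were DMSO wells with enzyme for no effect and DMSO wells lacking enzyme for full effect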
SENP1 FRET inh: inhibitors of human SENP1 SUMO protease catalytic domain; 0.21% of 360,000 active; recombinant SENP1 catalytic domain, CyPet-SUMO1-YPet FRET cleavage; AID 624204; Q9P0U3; inhibition, % at 10 µM;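 active means inhibition at least 30% at 10 µM, raw YFP signal under a set limit, fluorescence ratio 0.5 to 1.5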;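 further: 0% = enzyme with DMSO and 100% = no enzyme wells; some results filed as inactive read as strong as hits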
Target sequence (Q9P0U3 419-644 limits assumed): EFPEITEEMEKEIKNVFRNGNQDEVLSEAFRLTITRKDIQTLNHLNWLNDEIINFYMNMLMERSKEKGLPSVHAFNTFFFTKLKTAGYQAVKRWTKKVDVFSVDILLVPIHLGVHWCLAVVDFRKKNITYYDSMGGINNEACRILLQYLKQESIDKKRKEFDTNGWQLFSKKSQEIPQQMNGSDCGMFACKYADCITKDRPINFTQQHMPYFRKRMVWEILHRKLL
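material = recombinant human SENP1 catalytic domain, His6-tagged | quantity = 20 pM enzyme | reagent = 25 nM SUMO1 FRET substrate | compound dosing = 10 µM single point, 0.5% DMSO | timing = 50 min enzyme reaction, room temperature, light-protected | detection = FRET, CFP and YFP emission | control set = no-enzyme low, enzyme-DMSO high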
GRIN3A LBD mod: modulators (binders) of human NR3A ligand-binding domain; NR3A LBD differential scanning fluorimetry, Tm shift; 0% = protein alone, 100% = glycine-bound protein; Tm shift relative to glycine control, % at 25 µM; 2.5% of 340,000 active; AID 1259313;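 active means melting temperature shift of at least 10% of the positive control shift, at one fixed dose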
SENP8 block: SENP8 (human) protease inhibition; Q96LD8; inhibition, % at 20 µM; AID 602440; recombinant SENP8, Nedd8 substrate fluorescence; 0.64% of 360,000 active; in the data active means inhibition mostly above about 40%, no sharp cut-off; inactive means mostly below about 27%
Target sequence (Q96LD8 whole entry, looked up): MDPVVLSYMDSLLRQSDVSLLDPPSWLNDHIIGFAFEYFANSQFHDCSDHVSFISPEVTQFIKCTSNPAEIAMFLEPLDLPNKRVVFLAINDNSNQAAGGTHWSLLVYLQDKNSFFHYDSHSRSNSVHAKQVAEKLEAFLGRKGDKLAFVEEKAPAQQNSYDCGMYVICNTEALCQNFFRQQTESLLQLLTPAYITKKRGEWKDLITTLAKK
PfG6PD inh: PfG6PD (Plasmodium falciparum) enzyme inhibition. PfGluPho enzyme, NADPH resazurin-diaphorase fluorescence. inhibition, % at 20 µM. 0.78% of 350,000 active. AID 504690;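 active means inhibition reaching at least a set limit at 20 µM in the primary screen, cut at about 59% in these data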;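 further: 0% = DMSO wells with substrate and 100% = DMSO wells lacking glucose-6-phosphate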
hIAP activ: human IAP activation | P09923 | purified human IAP, CDP-Star luminescence, 30 min; stronger effect = higher value; 1 = vehicle-only enzyme, 0 = enzyme-free background | activation factor at 10 µM | 0.16% of 330,000 active | AID 2524;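 active means activation factor of the enzyme at least 2-fold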; further: the source names both 10 and 20 µM as test concentration; values of inactives mirror those of a sister screen read the other way
ATG4B inh: inhibitors of human ATG4B cysteine protease. Q9Y4P1. ATG4B cleavage of LC3-PLA2, NBD-HPC fluorescence, 1 h. inhibition, % at 8.33 µM. 0.51% of 340,000 active. AID 504462; in the data active means inhibition above about 40%
Target sequence (Q9Y4P1 whole entry, looked up): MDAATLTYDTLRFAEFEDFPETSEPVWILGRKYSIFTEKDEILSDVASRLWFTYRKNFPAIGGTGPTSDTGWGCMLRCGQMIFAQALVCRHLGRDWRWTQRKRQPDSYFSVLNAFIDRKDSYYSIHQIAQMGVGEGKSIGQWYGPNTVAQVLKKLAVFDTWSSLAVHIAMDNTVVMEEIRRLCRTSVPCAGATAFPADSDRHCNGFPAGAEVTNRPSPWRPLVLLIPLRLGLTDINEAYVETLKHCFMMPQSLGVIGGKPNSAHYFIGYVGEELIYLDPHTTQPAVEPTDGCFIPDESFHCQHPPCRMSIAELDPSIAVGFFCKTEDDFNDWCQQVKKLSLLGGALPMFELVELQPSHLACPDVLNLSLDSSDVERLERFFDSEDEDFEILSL
* = called active by the depositor; i = inactive; x = not tested or not shown; & = joins results of further samples.

nr	structure	SENP6 block	PfG6PD inh	SENP1 FRET inh	ATG4B inh	SENP8 block	hIAP activ	MPTP inh	GRIN3A LBD mod
1	COc1ccccc1NC(=O)NCCCN1CCN(c2cccc(Cl)c2)CC1	-13	9	0	-3	29	0.96	34	-4
2	COc1ccc2c(c1)c(=O)oc1c(C)c(OCC(=O)N3CCc4ccccc4C3)ccc12	1	9	1	-4	i	0.95	1.1	0
3	COc1ccc(CNc2nc(NCc3ccc(OC)cc3)n(C(=O)c3ccccc3[N+](=O)[O-])n2)cc1	-1	23	-6	-2	22	0.98	0.1	-5
4	O=C(OCCCCN1C(=O)c2ccccc2C1=O)c1ccc(Br)o1	-4	-14	2	14	14	0.93	-0.7	1
5	Cc1cccc(Oc2nc3ccccn3c(=O)c2/C=C(\C#N)C(=O)NC2CCS(=O)(=O)C2)c1C (configuration not stated)	12	-18	-24	-5	-305	0.81	-1.2	1
6	Cc1cc(C)n2cc(CSc3nnnn3-c3ccc(Cl)cc3)nc2n1	-12	12	0	-1	-389	0.91	-0.9	1
7	CCSc1nnc([C@@H]2CCCN2C(=O)OC(C)(C)C)o1	9	3	0	-10	6	0.97	-3.6	-1
8	CCc1ccc(CN2CCN(C(=O)c3ccco3)CC2)cc1	-8	3	1	-6	11	0.89	-0.6	-1
9	Cc1ccc2c(c1)[C@H]1[C@H](CO2)[C@H](c2ccccc2)[C@]2(C)C(=O)Nc3ccccc3C(=O)N12	-14	-14	1	12	-32	1.1	0.7	-2
10	O=C(NCc1ccc(F)cc1)N1CCN(S(=O)(=O)c2ccccc2F)CC1	-2	1	1	8	-2	1	-1.0	-1
11	CCOc1cc(/C=C2/C(=N)N3OC(C)=CC3=NC2=O)ccc1OCCOc1ccccc1	2	-11	1	-6	-106	1.1	3.3	-1
12	Cc1ccc(S(=O)(=O)NC2CC2)cc1[N+](=O)[O-]	-3	-11	1	6	5	1.1	-0.7	2
13	Cc1ccc(NC(=O)CSc2nn(-c3ccccc3)c(=S)s2)cc1S(=O)(=O)N(C)C	-7	5	2	-17	-2	1.1	98*	4
14	Cc1cccc(NC(=O)CSCC(=O)N(C)CCOc2ccc(Cl)cc2)c1	-16	16	-1	-8	0	0.94	-0.2	-3
15	Cc1cc(C=C2C(=O)CCCC2=O)c(C)n1-c1ccccc1	8	-24	-9	3	21	0.89	0.9	-3
16	CSCCC(NC(=O)c1occc1C)C(=O)O (configuration not stated)	-19	0	3	8	31	0.96	1.9	2
17	C=CCc1ccccc1OCC(O)CN1CCN(c2ccc(OC)cc2)CC1 (configuration not stated)	10	-4	1	12	22	0.89	-0.1	2
18	O=c1c2cc(F)ccc2sn1-c1ccccc1	84*	114*	1	0	5	0.93	2.0	2
19	COC1=C(N)C(=O)c2nc(C)ccc2C1=O	x	109*	0	28	99*	x	0.0	6
20	COc1ccc(C(=O)/C=C/Nc2ccc(C)cn2)cc1OC	6	10	-40	-8	-253	0.92	0.2	-32
21	COc1ccc(C(=O)Nn2c(SCC(=O)NCc3ccco3)nc3ccccc3c2=O)cc1	13	-23	1	-14	15	0.99	-0.5	2
22	CC(C)(C)CNC(=O)c1ccc2c(c1)S(=O)(=O)c1cc(Cl)ccc1C2=O	2	-6	-1	-3	30	0.97	-1.1	-12
23	CCc1c(O)nc(SCC(=O)NCc2ccco2)[nH]c1=O	21	-13	-1	-2	19	0.84	-1.0	-2
24	COc1ccc(S(=O)(=O)N2CCOCC2)cc1NC(=O)c1ccc(OC(F)F)cc1	-2	1	1	0	4	1.3	0.0	-3
25	O=C(NC1CCN(Cc2ccccc2)CC1)C(NS(=O)(=O)c1cccc2nsnc12)c1ccccc1 (configuration not stated)	-39	-26	0	-11	11	1.1	-2.9	-1
26	Fc1ccc(COc2cccc(-c3n[nH]c(=S)o3)c2)cc1	-20	1	0	-6	-405	1.2	8.5	-5
27	O=C(NCC1COc2ccccc2O1)c1cc(S(=O)(=O)N2CCOCC2)ccc1F (configuration not stated)	-6	13	-1	-5	-66	0.99	1.8	-2
28	O=C(N/N=C/C=C/c1cccc([N+](=O)[O-])c1)c1ccncc1	-23	-7	1	9	24	0.99	2.8	1
29	CC(NCC(O)COc1ccccc1)C1COc2ccccc2O1 (configuration not stated)	-11	13	1	-8	20	1.2	0.6	0
30	COc1ccc(N(CC(=O)NCCc2ccc(OC)c(OC)c2)S(=O)(=O)c2c(C)noc2C)cc1	-5	-5	0	-6	7	1.3	0.6	2
31	COc1ccc(-c2ccc(SCC(=O)NC3CCCCC3)nn2)cc1OC	-21	-11	1	-2	-5	1.3	0.7	0
32	CC(C)c1nnc(NC(=O)Cn2nc(-c3ccc4c(c3)OCCO4)ccc2=O)s1	-12	-37	3	-6	-102	0.88	0.3	-1
33	CCCCOc1ccc(/C(O)=C2/C(=O)C(=O)N(CCCOC)C2c2ccncc2)cc1C (configuration not stated)	-11	-41	0	-9	-4	0.85	-2.5	0
34	CC1=CC2C(C(O)CC3(C)C2CC(C)C32OCOC23COCO3)C2(C)C/C(=C\O)C(=O)C=C12 (configuration not stated)	x	-9	0	-1	5	x	-1.1	0
35	Cc1cc(OC(=O)c2ccc(OC(C)C)cc2)c([N+](=O)[O-])c(=O)[nH]1	-6	-13	0	6	12	0.71	-0.6	2
36	CCc1ncc(C)nc1CC	6	-5	1	-12	29	0.91	-1.8	-2
37	COc1ccc(OC)c(/C=C/C(=O)OCC(=O)NC2CCCCCCC2)c1	12	4	-56	8	i	0.91	0.0	0
38	O=C1CN2C(=N1)N(Cc1ccccc1)c1ccccc12	-10	8	-2	-5	18	1	0.5	1
39	CCC(NC(=O)CCCc1ccccc1)c1ccccc1 (configuration not stated)	-12	-5	3	-3	8	1	1.5	0
40	CC1CCCCC12NC(=O)N(CC(=O)OCc1ccccc1F)C2=O (configuration not stated)	-4	1	-4	-1	10	0.95	-1.5	-1
41	CCN(CC(=O)Nc1ccc(NC(C)=O)cc1)C(=O)c1ccc(N2CCC(C)CC2)c([N+](=O)[O-])c1	-3	12	2	6	25	0.94	0.4	0
42	COc1ccc(-c2oc3cc(O)c(OC)c(O)c3c(=O)c2OC)cc1	4	2	15	-6	28	0.83	-0.7	-2
43	Cc1nn2c(=O)cc(CSCC(=O)Nc3ccccc3Cl)nc2s1	9	-9	0	-1	13	0.98	0.8	-3
44	O=c1cc(CN2CCN(S(=O)(=O)c3ccc4ccccc4c3)CC2)nc2sccn12	5	-2	-45	3	-72	1	-0.5	0
45	CC(=O)Nc1ccc(S(=O)(=O)NCC(=O)OCC(=O)NC(=O)C2CCCCC2)cc1	1	-4	2	-4	8	1	0.1	-4
46	CN1CCN(S(=O)C23CC4CC(CC(C4)C2)C3)CC1 (configuration not stated)	4	-9	-2	-6	24	0.91	3.2	-4
47	COc1ccc(-c2ccc(NS(=O)(=O)c3cc([N+](=O)[O-])c(C)c([N+](=O)[O-])c3)cc2)nn1	9	-22	3	-4	14	1	1.9	1
48	O=c1oc2ccccc2c(N2CCCCC2)c1CN1CCCC1	2	-14	1	6	28	0.87	1.4	0
49	O=[N+]([O-])c1ccc(Cl)c(C[n+]2cccc3ccccc32)c1	5	8	56	3	3	1.1	0.8	1
50	Cc1ccc(C(=O)Nc2cccc(C(F)(F)F)c2)cc1NC(=O)c1ccno1	14	32&14	2&-1	-9	10&1	1.1	1.6&1.3	-8

The results go on:
nr	structure	SENP6 block	PfG6PD inh	SENP1 FRET inh	ATG4B inh	SENP8 block	hIAP activ	MPTP inh	GRIN3A LBD mod
51	O=C(NNC(=O)C1C2C=CC(C2)C1C(=O)O)c1cc(Cl)ccc1O (configuration not stated)	8	-17	-1	0	-372	1.3	-0.6	-2
52	Cc1cc(N2CCN(C)CC2)nc2ccc(NC(=S)N3CCCCC3)cc12	x	20	-42	27	-430	x	0.0	-5
53	O=S(=O)(Nc1ccc(N2CCOCC2)cc1)c1ccccc1	-14	18	-1	-6	20	1.1	-0.3	1
54	CCOC(=O)Nc1ccc2c(CN3C(=O)NC(CC)(CC)C3=O)cc(=O)oc2c1	-17	0	x	-3	x	0.91	x	-1
55	O=C(Nc1ccc(OC(F)(F)F)cc1)C1CCCN(S(=O)(=O)c2cccnc2)C1 (configuration not stated)	-8	22	3	-12	13	1	2.2	-2
56	O=C(C1COc2ccccc2O1)N1CCN(c2ccccc2Cl)CC1 (configuration not stated)	-3	7	1	13	5	1	1.7	0
57	O=C(CCNS(=O)(=O)c1ccc(Cl)cc1)OCC(=O)N1CCN(C(=O)c2ccco2)CC1	-1	5	1	-16	13	1	-1.6	1
58	Cc1ccccc1CNC(=O)C(C)Sc1ccccc1 (configuration not stated)	x	0	1	x	0	x	-1.0	x
59	Cc1cccc(N(C(=O)Cn2nnc(-c3ccc(F)cc3)n2)C(C(=O)NC(C)(C)C)c2ccncc2)c1 (configuration not stated)	-6	-7	3	-7	19	0.93	2.2	-1
60	Cc1cccc2cc3c(NC(=O)C(C)C)nn(C)c3nc12	11	-11	9	-3	-404	1.3	-3.4	0

Quoted at random: three compounds from above.
nr	structure	SENP6 block	PfG6PD inh	SENP1 FRET inh	ATG4B inh	SENP8 block	hIAP activ	MPTP inh	GRIN3A LBD mod
10	O=C(NCc1ccc(F)cc1)N1CCN(S(=O)(=O)c2ccccc2F)CC1	-2	1	1	8	-2	1	-1.0	-1
55	O=C(Nc1ccc(OC(F)(F)F)cc1)C1CCCN(S(=O)(=O)c2cccnc2)C1 (configuration not stated)	-8	22	3	-12	13	1	2.2	-2
42	COc1ccc(-c2oc3cc(O)c(OC)c(O)c3c(=O)c2OC)cc1	4	2	15	-6	28	0.83	-0.7	-2

(cont.)
nr	structure	SENP6 block	PfG6PD inh	SENP1 FRET inh	ATG4B inh	SENP8 block	hIAP activ	MPTP inh	GRIN3A LBD mod
61	COc1ccc(/C=N/N2CCOCC2)cc1Cn1nc(C)c([N+](=O)[O-])c1C	-7	16	-1	6	-2	0.87	2.8	-2
62	Cc1ccc(S(=O)(=O)CCC(=O)OCc2nnc(-c3ccccc3)o2)cc1	0	6	-4	-8	-24	1	0.4	3
63	COc1ccc(C/C(C)=N/NS(=O)(=O)c2ccc(Br)cc2)cc1	-10	5	0	-14	7	1	2.3	-1
64	CCc1nnc(NC(=O)c2ncc(Cl)c(Cl)c2Cl)s1	-14	-6	-4	2	6	0.99	-0.6	-1
65	COc1ccc(CN(Cc2ccco2)S(=O)(=O)c2ccc(S(=O)(=O)N3CCCC3)cc2)cc1	3	-5	2	-2	11	0.94	11	1
66	O=C(COC(=O)c1ccc(=O)[nH]c1)Nc1cccc(S(=O)(=O)N2CCOCC2)c1	4	-8	0	-6	31	0.95	2.1	0
